NCI-60 one-dose screen, 48 h, at 10 µM unless noted. Numbers give growth in % (100 = growth as untreated, 0 = no growth, -100 = all killed).
SK-MEL-28 = SK-MEL-28 melanoma; actives 4.1% (n = 81,000); AID 1794761
HOP-62 = HOP-62 NSCLC; actives 3.9% (n = 80,000); AID 1794735
EKVX = EKVX NSCLC. actives 3% (n = 71,000)
HOP-92 = HOP-92 NSCLC cells; actives 6.3% (n = 71,000); AID 1794738
A549/ATCC = A549/ATCC NSCLC. actives 3.7% (n = 81,000)
CCRF-CEM = CCRF-CEM leukemia; AID 1794778; actives 7% (n = 77,000)
SK-MEL-5 = SK-MEL-5 melanoma | actives 6.4% (n = 80,000) | AID 1794755
M14 = M14 melanoma | actives 6.2% (n = 80,000) | AID 1794745
* = called active by the depositor; · = not tested or not shown; & = joins results of further samples. The calls were made as follows: active = growth percent below 10; inactive = the rest.

SMILES | SK-MEL-28 | HOP-62 | EKVX | HOP-92 | A549/ATCC | CCRF-CEM | SK-MEL-5 | M14
O=S(=O)(O)c1cccc(N=Nc2ccc(Nc3ccccc3)cc2)c1 | 103&110 | 96&97 | 100&104 | 74&63 | 102&78 | 102&103 | 102&104 | 96&96
COc1ccc([N+](=O)[O-])cc1I | 105 | 90 | 97 | 84 | 105 | 112 | 100 | ·
S=c1cc(-c2ccccc2)ss1 | 97 | 111 | 113 | 101 | 100 | 90 | 93 | 102
COc1cccc(Cn2cc(C(=O)Nc3cccnc3Nc3cc(OC)c(OC)c(OC)c3)nn2)c1 | 104 | 117 | 99 | 108 | 114 | 109 | 98 | 114
Cc1ccc(-c2c3c(N)nc(-c4ccncc4)nc3nc3c2c(C)nn3-c2ccccc2)cc1 | 30 | 15 | · | -7.0* | 18 | · | 55 | 44
Cc1cc(=O)oc2cc(Nc3nc4c(Cl)ccc(Cl)c4s3)ccc12 | 99 | 95 | 79 | 106 | 103 | 109 | 105 | 100
Cc1ccc(Cc2cnc(NC(=O)CCN3C(=O)/C(=C/c4ccc(Cl)cc4)SC3=S)s2)cc1 | 106 | 120 | 99 | 104 | 104 | 113 | 98 | 102
CCCCC(O)Cn1ncc(C(=O)OCC)c1NC(=O)NCc1ccc(C(F)(F)F)cc1 (stereo unspecified) | 96 | 89 | · | 78 | 74 | 69 | 21 | 71
CC1CN(CCO)C(C)CN1 (stereo unspecified) | 111 | 92 | 86 | 94 | 76 | 100 | 94 | 97
CCN(CC)CCCNc1ccc(C)c2sc3ccccc3c(=O)c12 | -80* | 41 | 88 | 25 | 19 | 22 | -99* | -65*
CC(C)CN(C(=O)c1ccc(Cl)cc1)c1c(N)n(CC(C)C)c(=O)[nH]c1=O | 107 | 91 | 106 | 81 | 99 | 93 | 38 | 109
CCCCOc1nc2c(C)cccc2cc1/C=C/C(=O)/C=C(/C=C/c1cc2cccc(C)c2nc1OCCCC)OB(F)F | 108 | 99 | 106 | · | 97 | 101 | 104 | 103
Cc1cn(C2CC(OC(=O)c3ccc(Cl)cc3)C(COC(=O)c3ccc(Cl)cc3)O2)c(=O)[nH]c1=O (stereo unspecified) | 115 | 101 | 107 | 96 | 97 | 103 | 101 | 108
CN1CCN(c2ccc(Nc3nc(N4CCN(S(=O)(=O)c5ccc(Cl)cc5)CC4)c4sccc4n3)cc2)CC1 | -99* | 71 | 62 | 69 | 22 | 1.9* | -100* | -61*
COc1ccc(NC(=O)Nc2ccc(OCC(=O)N=Nc3c(O)[nH]c4ccc(Cl)cc34)cc2)cc1 | 100 | 96 | 105 | 78 | 99 | 88 | 99 | 93
Cc1cccc(C)c1N=C(Cc1nc2c(=O)[nH]c(=O)n(C)c2[nH]c1=O)c1ccccc1 | 105 | 109 | 93 | 90 | 98 | 104 | 98 | 101
Nc1c(S(=O)(=O)O)ccc2ccccc12 | 119 | 88 | 97 | 86 | 87 | 101 | 102 | 103
O=[N+]([O-])c1cccc(OCC2CO2)c1 (stereo unspecified) | 107 | · | · | 91 | 98 | 106 | 100 | 104
Cn1cc(-c2nc(-c3cccnc3)cs2)c2cc(Br)ccc21 | 88 | · | 84 | · | 70 | · | 87 | 79
COc1ccc2c3ccnc(C(F)(F)F)c3n(CCCCN)c2c1 | 39 | 40 | 46 | -22* | 77 | 73 | 71 | 24
CCOP(=O)(NCC(=O)Nc1nc(-c2cccc(NS(=O)(=O)c3cccc4c(N(C)C)cccc34)c2)cs1)OCC | 59 | 89 | 66 | 50 | 62 | 81 | 33 | 83
CCN(CC)Cc1cc(Oc2ccc(O)c(CN(CC)CC)c2)ccc1O | 107 | 86 | · | 90 | 100 | · | 98 | 103
O=C1NC(=Nc2ccc(Cl)cc2)/C(=C/N2N=C(c3ccc(Cl)cc3)CC2c2ccc(F)cc2)S1 (stereo unspecified) | 103 | 109 | 79 | 91 | 92 | 95 | 70 | 93
O=C(CSc1nnc(-c2ccccc2)o1)Nc1ccc(C(=O)/C=C/c2ccc(Cl)cc2)cc1 | 106 | 85 | 93 | 92 | 83 | 95 | 79 | 94
CCN(O)C(N)=O | 111 | 110 | · | 86 | 103 | · | 116 | 100

Some entries already given, limited to SK-MEL-28, HOP-62 and CCRF-CEM:
Structure | SK-MEL-28 | HOP-62 | CCRF-CEM
CC(C)CN(C(=O)c1ccc(Cl)cc1)c1c(N)n(CC(C)C)c(=O)[nH]c1=O | 107 | 91 | 93
CCCCOc1nc2c(C)cccc2cc1/C=C/C(=O)/C=C(/C=C/c1cc2cccc(C)c2nc1OCCCC)OB(F)F | 108 | 99 | 101
Cc1cn(C2CC(OC(=O)c3ccc(Cl)cc3)C(COC(=O)c3ccc(Cl)cc3)O2)c(=O)[nH]c1=O (stereo unspecified) | 115 | 101 | 103

(more compounds)
SMILES | SK-MEL-28 | HOP-62 | EKVX | HOP-92 | A549/ATCC | CCRF-CEM | SK-MEL-5 | M14
O=C(NCCNc1nccc(-c2c(-c3cccc(F)c3)nc3sccn23)n1)c1ccccc1 | 59 | 78 | 54 | 82 | 27 | 41 | 26 | 28
CC(=O)Oc1ccc(NC(=O)c2cccc(N3C(=O)CCC3=O)c2)cc1 | 114 | 104 | · | 74 | 107 | 94 | 99 | 99
CCCOc1ccc(/C=N/Nc2cc(C)nc3ccc(Cl)cc23)cc1 | 65 | 75 | 73 | 69 | 37 | 3.0* | 80 | -30*
Cn1c2ccccc2c2ssc(=S)c21 | 108 | 110 | 39 | 89 | 100 | 116 | 90 | 89
COc1ccc(C(C)=O)c(O)c1OC | 107 | 101 | 103 | 83 | 108 | 98 | 103 | ·
COc1ccc(/C=N/OCC(O)CNCc2ccccc2)cc1OC1CCCC1 (stereo unspecified) | 109 | 94 | 93 | 80 | 94 | 113 | 93 | 98
Cc1ccc2oc(=O)cc(CSc3nnc(SCc4cc(=O)oc5ccc(C)cc45)s3)c2c1 | 110 | 101 | 95 | 97 | 92 | 111 | 90 | 103
CCCCCCn1ncc2c(N)ncnc21 | 105 | 90 | 78 | 84 | 80 | 89 | 98 | 94
CC1=C(NCCCN2CCCC2)C(=O)c2c(OCc3ccccc3)cccc2C1=O | 95 | 95 | · | 70 | 95 | 80 | 82 | 93
NS(=O)(=O)c1ccc(NC2=C(Cl)C(=O)c3ccccc3C2=O)cc1 | 124 | 102 | 107 | · | 112 | 86 | · | 100
COC(=O)[C@H](C)NC(=O)c1ccc(NC(=O)c2[nH]c(C)c(Cl)c2Cl)c(OC2CCNCC2)c1 | 111 | 99 | 107 | 104 | 107 | 92 | 102 | 117
Cc1cc([N+](=O)[O-])cc[n+]1[O-] | 119 | 120 | 107 | 111 | 117 | 129 | 114 | 110
Cc1nc(Nc2cccc(NC(=O)Nc3ccc(Cl)cc3)c2)c2ccccc2n1 | 102 | 107 | 87 | 91 | 92 | 83 | 92 | ·
COc1cn(CC(=O)O)c(=NC(=O)c2ccc(Cl)cc2)s1 | 81 | 107 | 103 | 95 | 105 | 96 | 127 | 110
CCOC(=O)/C(=C\c1ccc(OC)cc1)C(C)=O | 100 | 100 | 89 | 107 | 111 | 117 | 94 | 93
NNC(=O)CSc1nc2sc3c(c2c(=O)n1-c1ccc(Cl)cc1)CCCC3 | 107 | 98 | 89 | 98 | 108 | 67 | 104 | 112
NS(=O)(=O)c1ccc(CCn2c(=O)c3cc4c(=O)n(CCc5ccc(S(N)(=O)=O)cc5)c(=O)c4cc3c2=O)cc1 | 108 | 97 | 102 | 104 | 102 | 106 | 109 | 99
C[C@]12CC[C@@H]3c4ccc(O)c([N+](=O)[O-])c4CC[C@H]3[C@@H]1CC[C@@H]2NS(=O)(=O)c1ccc(C(F)(F)F)cc1 | 44 | 56 | · | · | 20 | 18 | 20 | 34
N/C(CCSc1ccccc1N=Cc1ccccc1O)=N/O | 114 | 107 | · | 110 | 108 | 122 | 112 | 102
IC(I)I | 109 | · | 102 | · | 102 | · | 104 | 99
Cc1cc(NS(=O)(=O)c2ccc(NCc3nc4ccccc4c(=O)[nH]3)cc2)no1 | 104 | 101 | · | 95 | 99 | 99 | · | 94
CCCCCCn1c(-c2ccc(-c3nc(-c4ccc5ccccc5c4)no3)cc2)nc(-c2ccccc2)c1-c1ccccc1 | 108 | 109 | 94 | 102 | 106 | 99 | · | 110
CC1(C)C2CC=C(CCOC(=O)COc3cc(Cl)c(Cl)cc3Cl)C1C2 (stereo unspecified) | 110 | 90 | 108 | 78 | 102 | 93 | 97 | 93
O=C1NC(=S)N/C1=C\c1ccc(O)cc1 | 119 | 98 | 92 | 88 | 105 | 31 | 102 | 113
C[n+]1ccc(CCSc2ccccc2)cc1 | 117 | 81 | 90 | 87 | 57 | 85 | 103 | 96

2 of the compounds above, as tab-separated lines:
molecule	SK-MEL-28	HOP-62	EKVX	HOP-92	A549/ATCC	CCRF-CEM	SK-MEL-5	M14
NNC(=O)CSc1nc2sc3c(c2c(=O)n1-c1ccc(Cl)cc1)CCCC3	107	98	89	98	108	67	104	112
CC(=O)Oc1ccc(NC(=O)c2cccc(N3C(=O)CCC3=O)c2)cc1	114	104	·	74	107	94	99	99

Additional structures:
SMILES | SK-MEL-28 | HOP-62 | EKVX | HOP-92 | A549/ATCC | CCRF-CEM | SK-MEL-5 | M14
[2H]c1c([2H])n([C@@H]2O[C@H](COC(=O)C([2H])([2H])[2H])[C@@H](OC(=O)C([2H])([2H])[2H])[C@H]2OC(=O)C([2H])([2H])[2H])c(=O)[nH]c1=O | 102 | 77 | 94 | 113 | 94 | 106 | 100 | 98
O=[N+]([O-])c1ccc(OCCCOc2ccccc2)cc1 | 103 | 97 | 97 | 121 | 92 | 105 | 105 | 114
C=C(C)[C@@H]1CC[C@]2(C)[C@H](CC[C@@H]3[C@@H]([C@@](C)(O)CCC=C(C)C)CC[C@]32C)[C@@]1(C)CCC(=O)OC | 104 | 111 | 105 | 110 | 100 | 91 | 100 | 105
Cc1ccc(C(C(=O)O)c2ccc(C)cc2)cc1 | 104 | 96 | 103 | · | 91 | 93 | 105 | 103
CC(=O)Nc1ccc(-n2cnc3ccc(-c4ccc(O)cc4)cc32)cc1 | 44 | 53 | 55 | 66 | 44 | 30 | 55 | 49
c1ccc(COC(c2ccccc2)(c2ccccc2)c2ccccc2)cc1 | 97 | 98 | 101 | 100 | 96 | 79 | 95 | 103
O=C(O)CCN1C(=O)/C(=C/c2cccs2)SC1=S | 106 | 109 | 102 | 97 | 102 | 87 | 101 | 102
Fc1ccc(-c2ncnc3c2ncn3CC#CCCl)cc1 | 101 | 89 | 105 | 42 | 85 | 88 | 82 | 80
Nc1ccc(NC(=O)c2ccc(N)cc2)cc1 | 114 | 84 | 100 | 80 | 98 | 98 | 104 | 105
O=C1CCC(NNc2ccccc2)N1 (stereo unspecified) | 101 | 92 | 85 | 89 | 92 | 42 | 102 | 80
COc1cc(C(=O)/C=C/c2ccc(OCCCCCC[P+](c3ccccc3)(c3ccccc3)c3ccccc3)cc2)cc(OC)c1OC | -60* | -62* | -9.1* | -26* | -1.9* | 20 | -100* | -56*
Cc1cc(OCc2cccc(-c3ccc4c(c3)OCCO4)c2C)cc(OCc2cccc(C#N)c2)c1C=O | 97 | 100 | 98 | 99 | 91 | 106 | 94 | 104
O=C1c2cccc3cccc(c23)C(=O)N1Nc1nc(N2CCOCC2)nc(N2CCOCC2)n1 | 110 | 88 | 84 | 78 | 100 | 102 | 95 | 106
CCC(C)SC1=NC=NC2=NC=NC21 (stereo unspecified) | 106 | 96 | 83 | 83 | 101 | 93 | 99 | 92
O=C1/C(=C/c2cccc([N+](=O)[O-])c2)COc2ccc(O)cc21 | 83 | 88 | 96 | 110 | 89 | 0.6* | 89 | 55
Cc1cc(C)c[n+]([O-])c1 | 106 | 102 | · | 103 | 99 | 106 | 101 | 96
C#CC(CCC)OC(C)=O (stereo unspecified) | 106 | 110 | · | 83 | 96 | · | 112 | 115
CC(=O)SC1CC(=O)C=C2CCC3C4CCC(=O)OC4(C)CCC3C21C (stereo unspecified) | 120 | 106 | · | 98 | 105 | 101 | · | 98
Cc1ccc2cccc(OC(=O)c3cccnc3Oc3ccccc3)c2n1 | 112 | 98 | · | 102 | 100 | 97 | 104 | 96
Cc1nc2cc(NC(=O)CN3CCN(CCN4C(=O)c5cccc6cccc(c56)C4=O)CC3)ccc2s1 | 86 | 60 | 70 | · | 38 | 32 | 39 | 89
CC1NC(=S)NC(c2cccs2)=C1C(=O)/C=C/Nc1ccccn1 (stereo unspecified) | 108 | 70 | 95 | 92 | 99 | 106 | 96 | 88
OC[C@@H](O)[C@@H](O)[C@H](O)[C@@H](O)CO | 106 | · | 114 | 85 | 100 | 94 | 107 | 104
COc1cc(Br)cc(C(=O)N2CCc3ccccc32)c1OC | 114 | 99 | · | 74 | 86 | 95 | 95 | 93
CC(C)C(NC(=O)OCc1ccccc1)C(=O)N(C(=O)NC1CCCCC1)C1CCCCC1 (stereo unspecified) | 92 | 88 | 86 | 65 | 87 | 79 | 82 | 76
C/C(=N/NC(=S)NC1CCCCC1)c1sc(Nc2ccc(O)cc2)nc1C | 94 | 95 | 91 | 91 | 92 | 13 | 80 | 80
COc1cc(/C=N/NC(=O)c2ccccc2Nc2ccnc(C(F)(F)F)c2)ccc1O | 118 | 110 | 106 | · | 67 | · | 106 | 90
O=C(Nc1ccc(C(=O)/C=C/c2ccc(N3CCCC3)cc2)cc1)Nc1ccc([N+](=O)[O-])cc1 | 107 | 103 | 113 | 95 | 99 | 108 | 98 | 111
Nc1nc(N)c(N)c(N=O)n1 | 112 | 82 | 100 | 88 | 96 | · | 100 | 99
COc1ccc(OCCSc2nc3sc4c(c3c(=O)[nH]2)CCCC4)cc1 | 100 | 110 | · | 119 | 92 | · | 104 | 104
COc1cccc(C(=O)N(c2ccc(Cl)cc2)C(C(=O)NC(C)(C)C)c2cc3c(C)cc(C)cc3nc2Cl)c1 (stereo unspecified) | 90 | 90 | 66 | 43 | 65 | 61 | 67 | 72

Among those listed so far, these contain bromine:
SMILES | SK-MEL-28 | HOP-62 | EKVX | HOP-92 | A549/ATCC | CCRF-CEM | SK-MEL-5 | M14
Cn1cc(-c2nc(-c3cccnc3)cs2)c2cc(Br)ccc21 | 88 | · | 84 | · | 70 | · | 87 | 79
COc1cc(Br)cc(C(=O)N2CCc3ccccc32)c1OC | 114 | 99 | · | 74 | 86 | 95 | 95 | 93
